Screening data: PubChem BioAssay, National Center for Advancing Translational Sciences (NCATS)
TDP1 cell noCPT – qHTS for Inhibitors of human tyrosyl-DNA phosphodiesterase 1 (TDP1): qHTS in cells in absence of CPT. DT40 Tdp1-/- hTDP1 cells, no CPT, ATP luminescence, 48 h. Potency, µM (top dose mostly 46.2 µM), inactives show at the top dose activity change, negative = growth inhibition, actives largely listed as inhibitors. actives 15% (n = 420,000). AID 686978, 2013; further: nearly all actives have a fitted effect of over 55% in size
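DT40 Tdp1-/-;hTDP1 cells, no CPT (DMSO vehicle only), 400 cells/well; compounds pin-transferred; ≥48 hr, 37 °C; CellTiter-Glo 30 min RT dark, luminescence read.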
GCN5L2 inh – GCN5L2 (KAT2A) acetyltransferase inhibition; AID 504327; actives 0.21% (n = 390,000); Q92830; Potency, µM (series often up to 58.9 µM), without a hit: at the top dose activity change, negative = inhibition, actives largely listed as inhibitors; GCN5L2 HAT assay, ThioGlo1 CoA-SH fluorescence
Target sequence (Q92830 whole entry, looked up): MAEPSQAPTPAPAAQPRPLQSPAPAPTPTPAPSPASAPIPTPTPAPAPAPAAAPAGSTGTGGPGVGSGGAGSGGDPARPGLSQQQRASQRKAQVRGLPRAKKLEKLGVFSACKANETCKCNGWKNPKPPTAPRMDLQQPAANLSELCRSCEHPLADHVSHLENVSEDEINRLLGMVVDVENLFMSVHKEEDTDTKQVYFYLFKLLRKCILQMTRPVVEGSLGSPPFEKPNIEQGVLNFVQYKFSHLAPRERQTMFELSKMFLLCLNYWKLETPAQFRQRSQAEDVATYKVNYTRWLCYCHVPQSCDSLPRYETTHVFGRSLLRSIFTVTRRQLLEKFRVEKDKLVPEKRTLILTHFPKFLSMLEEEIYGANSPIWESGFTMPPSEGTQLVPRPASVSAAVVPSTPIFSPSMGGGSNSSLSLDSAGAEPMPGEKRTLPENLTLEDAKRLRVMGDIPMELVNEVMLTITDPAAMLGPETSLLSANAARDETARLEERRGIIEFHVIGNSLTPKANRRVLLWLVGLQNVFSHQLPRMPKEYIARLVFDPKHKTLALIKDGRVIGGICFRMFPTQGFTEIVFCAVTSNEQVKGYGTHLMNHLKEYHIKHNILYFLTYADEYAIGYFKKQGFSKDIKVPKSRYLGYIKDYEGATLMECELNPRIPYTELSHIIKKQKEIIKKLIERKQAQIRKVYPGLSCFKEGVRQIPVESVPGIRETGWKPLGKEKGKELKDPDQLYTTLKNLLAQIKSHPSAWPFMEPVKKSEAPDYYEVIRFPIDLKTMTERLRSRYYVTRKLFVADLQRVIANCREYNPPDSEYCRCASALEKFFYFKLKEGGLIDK
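qHTS, 1536-well. 20nM enzyme, pH 7.5 HEPES/EDTA/Tween-20 buffer; 15 min compound preinc., RT. Start: 75uM H3(1-25), 70uM AcCoA, 50uM ThioGlo1. Read Ex340/Em540 at t=0 (autofluorescence flag) and t=20 min.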
DT40 TDP1 CPT – growth inhibition of DT40 Tdp1-/-;hTDP1 cells with camptothecin (screen for TDP1 inhibitors) | chicken DT40 Tdp1-/-;hTDP1 cells + 20 nM CPT, ATP luminescence, 48 h | Potency, µM (top dose mostly 46.2 µM), for inactives: at the top dose activity change, negative = growth inhibition, most hits filed as inhibitors | actives 12% (n = 420,000) | AID 686979; further: nearly all actives have a fitted effect of over 55% in size
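Cell growth measured by CellTiter-Glo luminescence after a minimum 48 h, 37 C compound exposure with 20 nM CPT in Tdp1-knockout DT40 cells stably expressing hTDP1, seeded 400/well; qHTS titration format.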
Active calls of the source: *; ? = inconclusive; . = no result given; & = joins results of further samples; [ ] = dose if it differs, or a comment. The call rests on the fitted dose curve; in most records, active means well fitted curve in the direction sought with a large enough effect; inconclusive means small, poorly fitted or top-dose-only effect, or another doubt; inactive means no such curve, though single readings can be large; an effect the other way counts as inactive or inconclusive. On the % scale 0 is the no-effect control and ±100 the full control effect; potency means the concentration at half of the fitted maximal effect. Some of the compounds tested. The share of hits here may be higher or lower than overall.

canonical_smiles,TDP1 cell noCPT,GCN5L2 inh,DT40 TDP1 CPT
COc1ccc(S(=O)(=O)N2CCCCC2)cc1NC(=O)CCCOc1ccccc1,?,-14%,-17%
CC(C)(Oc1ccc(Cl)cc1)C(=O)NCC(c1cccs1)N1CCOCC1 (centres undefined),18µM*,-3%,?
COc1ccc(-n2c(SCC3OCCO3)nc3c(sc(=S)n3-c3ccccc3)c2=O)cc1OC,7%,-10%,0%
CCOC(=O)Cc1nn(Cc2ccccc2)c(=O)c2ccccc12,-29%,-6%,-1%
Cc1cccc(C(=O)NNC(=O)c2ccc(NS(=O)(=O)c3cccs3)cc2)c1C,-2%,-2%,-27%
CCOC(=O)C1(O)CSc2nc3sc(C(=O)O)c(C)c3c(=O)n21 (centres undefined),4%,-8%,11%
COc1c(C(=O)N2CCCC2)ccc2ccccc12,-25%,-7%,1%
CCc1cnc2c(c1SCC(=O)NCc1ccccc1)c(=O)n(C)c(=O)n2C,?,-2%,12µM*
O=C(Nc1cccc(O)c1)c1ccc([N+](=O)[O-])cc1Cl,?,-5%,15µM*
Cc1ccc(N2CCN(/N=C/c3cccs3)CC2)cc1,-15%,?,-21%
Cc1ccc(N2C(=O)c3n[nH]c(C)c3C2c2ccccc2Cl)cc1 (centres undefined),?,2%,?
COc1ccc(-c2csc(C(O)c3ccc(F)cc3)n2)cn1 (centres undefined),-22%,.,-15%
CCC/C=C/c1ccc(CN2C(C(C)C)C(=O)N(Cc3cn(CC4CCCCC4)nn3)CCS2(=O)=O)cc1 (centres undefined),12µM*,.,16µM*
CN(Cc1cccc(Cl)c1Cl)C(=O)c1cc(S(=O)(=O)N2CCOCC2)ccc1F,21µM*,0%,16µM*
CCc1cc(C(=O)OC)c(NC(=O)c2cc(Br)cs2)s1,-5%,.,-10%
Cc1cc2c(C)cc(=O)[nH]c2cc1NC(=O)CCl,2.3µM*,-3%,5.2µM*
Cc1nc(-c2cccs2)ccc1C(=O)O,-2%,-2%,-13%
CC(C)[C@H](NC(=O)c1ccccc1)C(=O)N1CCc2ccccc21,-7%,-6%,-21%
CC(O)CN(Cc1ccc(Cl)cc1)CC(C)O (centres undefined),-5%,?,1%
O=C1c2sccc2-c2cccc3cccc1c23,?,.,?
Cc1cc(C)c2ccc(NN)nc2c1O,18µM*,-4%,?
O=C1c2cccc3cccc(c23)C(=O)N1CC1CCN(CC(O)COCc2ccc3c(c2)OCO3)CC1 (centres undefined),?,1%,?
O=C(COC(=O)c1ccc(Cl)nc1)NNC(=O)c1ccc(Cl)cc1,-3%,-11%,-2%
COc1ccc(C2C(Oc3ccccc3C)C(=O)N2Cc2ccc(F)cc2)cc1OC (centres undefined),?,-10%,?
CCCC(CC)Sc1nc2c([nH]1)c(=S)n(C)c(=O)n2C (centres undefined),3.7µM*,.,3.7µM*
Cc1c(C(=O)OCC(=O)NCc2ccc3c(c2)OCO3)cccc1[N+](=O)[O-],-2%,-4%,6%
CC(=O)N1c2nc(C(C)C)nn2C2(CCCCC2)[C@@H]2CCCC[C@@H]21,1.8µM*,2%,4.1µM*
CC(C)CCNC(=O)CC1Nc2c3ccccc3nc(=S)n2C1=O (centres undefined),19%,-7%,-12%
C[C@@H]1CN([C@H](C)CO)C(=O)c2cc(Br)cnc2O[C@H]1CN(C)C(=O)Nc1ccc2c(c1)OCO2,-25%,.,-5%
COc1ccc(NC(=O)CSc2ncc3c(n2)-c2ccccc2N(Cc2ccc(C)cc2)S3(=O)=O)cc1Cl,?,18%,?
Cc1cccc(C)c1OCCCCCNCCO,-23%,-1%,-18%
O=C(NC(=S)Nc1ccccc1F)c1ccc(Br)o1,-27%,-6%,-12%
COc1ccccc1C(CNC(=O)c1ccc(-c2ccccc2Cl)o1)N1CCCC1 (centres undefined),18µM*,2%,23µM*
COC(=O)N(C)C[C@@H]1OCc2cn(nn2)CCCC(=O)N([C@H](C)CO)C[C@H]1C,3%,.,5%
Cc1cc(C)n(S(=O)(=O)c2ccccc2)n1,-1%,0%,10%
NC(=O)c1ccc(=O)n(C2OC(CO)C(O)C2O)c1 (centres undefined),-10%,.,?
Fc1ccc(NC(=S)N2CCCCC2)cc1,4%,3%,-22%
Cc1ccc(NC(=O)COC(=O)Cc2ccsc2)c(C)c1,-13%,-1%,1%
O=C(CSc1ccc(Br)cc1)N1CCN(C(=O)c2ccco2)CC1,-7%,-10%,-3%
CCN1C[C@@H]2[C@@H]3C(=O)N(C)C(=O)[C@@H]3[C@](C)(C1=O)N2C(=O)c1ccc(F)cc1,-8%,.,-18%
Cc1ccc(C(=O)N/C(=C\c2cccs2)C(=O)N2CCCCCC2)cc1,-29%,-1%,-2%
COc1cccc(CN2CCCC(c3nc(C)ncc3-c3ccc(F)cc3)C2)c1OC (centres undefined),21µM*,.,?
O=C(NCc1ccc2c(c1)OCO2)C1CCCN(S(=O)(=O)c2cccnc2)C1 (centres undefined),-6%,-5%,-4%
N#Cc1ncc(Br)cn1,-1%,.,2%
O=S1(=O)[C@H]2C[C@@H]3C=C[C@@]2(CN1Cc1ccc(Cl)cc1)O3,-14%&-30%,-7%,-23%&6%
C/C(N)=C(/C#N)C(=O)CSc1ccc2c(c1)OCCO2,-27%,3%,-8%
CCCC(=O)N(c1ccc2oc(=O)sc2c1)S(=O)(=O)c1ccccc1,21µM*,?,?
CSc1cccc(NC(=O)c2cnccn2)c1,-4%,-18%,5%
O=C(NCCN1C(=O)S/C(=C\c2ccccc2F)C1=O)C1CC(=O)N(Cc2ccccc2)C1 (centres undefined),?,1%,?
CCOc1ccc(NC(=O)CN(C)C(=O)c2ccc3nc(CC)c(CC)nc3c2)cc1OCC,-19%,-2%,2%
CCOC(=O)c1cnc2c(ccc3ccccc32)c1NCCCN(C)C,?,-5%,?
CCSCc1nnc(SCC(=O)Nc2cccc(C(C)=O)c2)n1C,2%,-13%,10%
CCn1c(=N)n(CCO)c2ccccc21,-19%,-2%,10%
O=C(CN1CCN(S(=O)(=O)c2ccc(Br)cc2)CC1)N/N=C/c1ccc(Br)s1,?,-8%,?
CC(OC(=O)CCc1c[nH]c2ccccc12)C(=O)c1ccccc1 (centres undefined),-18%,-3%,4%
COc1ccccc1NC(=O)c1ccc(NC(=O)c2nc3nccc(C)n3n2)cc1,-20%,-2%,0%
O=S(=O)(Nc1ccc(Cl)c(Cl)c1)N1CCOCC1,-12%,-13%,-14%
Cc1ccc(SCc2nn(C)c(Cl)c2C=O)cc1,-26%,-1%,12%
O=C(N/N=C/c1ccccc1C(=O)O)C(=O)N1CCCCC1,7%,-5%,1%
NC(=O)c1ccsc1NC(=O)COC(=O)CSc1ccc(Cl)cc1,-30%,-8%,0%

The list continues.
canonical_smiles,TDP1 cell noCPT,GCN5L2 inh,DT40 TDP1 CPT
Cc1ccc(Cc2c(C3CCCCC3)nc3ccc(Cl)cn23)cc1,?,.,?
Cc1ccc(NS(=O)(=O)c2cc3c(cc2C)NC(=O)CO3)cc1,?,-4%,?
CCOc1ccccc1Nc1ncccc1C(=O)O,-4%,-12%[0.501 µM],-5%
O=C(CSc1nc(-c2ccccc2Cl)ns1)Nc1ccc2c(c1)OCO2,?,-7%,?
COc1ccc(CN(CC(=O)NCc2ccc(F)cc2)C(=O)c2ccco2)cc1,-6%,-4%,-2%
CCCCOc1ccc(S(=O)(=O)N2CCN(c3ccccc3OCC)CC2)cc1,?,-4%,-26%
CC(O)c1ccc2c(c1)OCCOCCN(C)CCOCCO2 (centres undefined),-23%,-6%,1%
NC(=O)c1cc(-c2ccccc2)nc2ccc(Br)cc12,4%,2%,9%
CCOC(=O)n1n[n+]([O-])c2ccccc21,-17%,-9%,-12%
O=C(COC(=O)Cn1cnc2ccccc2c1=O)NCc1ccccc1Cl,2%,-11%,-30%
Cc1ccc(-c2nnc(SCc3ccccc3C#N)o2)cc1,?,-3%,-27%
Cc1cccc(C)c1NC(=S)N(Cc1ccccc1)Cc1cccs1,?,-11%,?
O=C(CSc1cccc[n+]1[O-])Nc1ccccc1Oc1ccccc1,1.5µM*,-12%,0.92µM*
CC(=O)Nc1ccc(NC(=O)CCc2c(C)nc3c(c(C)nn3-c3ccc(C)cc3)c2C)cc1,?,3%,15µM*
CCC1CC(C(=O)O)CC(=O)N1 (centres undefined),-2%,.,8%
CCc1ccc(Nc2cc(C(=O)NCCCN(C)c3ccccc3)c3ccccc3n2)cc1,13µM*,-2%,?
CC(Sc1ccc(S(=O)(=O)N2CCCCC2)cn1)C(N)=O (centres undefined),-15%,.,-18%
COc1ccc2nc3sc(C(=O)N4CCN(C)CC4)cc3cc2c1,-17%,-5%,-10%
CCN(C[C@H]1N[C@@](CC)(C(=O)OC)[C@H]2C(=O)N(C)C(=O)[C@@H]12)S(=O)(=O)c1ccc(OC(F)(F)F)cc1,?,0%,?
O=C(O)C1=C2C(=O)Nc3cccc(c32)C2(C1)C(=O)Nc1ccccc12 (centres undefined),-22%,.,-6%
Cc1ccc(CNC(=O)Cn2c(SCC(=O)Nc3ccc(F)cc3)nc3ccccc32)cc1,?,-2%,?
CCc1ccc(CN(C)C(=O)c2cc(COc3c(F)cccc3F)on2)cc1,16µM*,-3%,23µM*
O=C(NC(=S)N(CCCCO)C1CCCCC1)c1sc2ccccc2c1Cl,16µM*,-2%,16µM*
CC1CCN(S(=O)(=O)c2ccc3c(c2)N(CC(=O)NCc2cccnc2)C(=O)CS3)CC1,?,3%,?
CC1CC(C)CN(C(=O)Cn2c(=O)c3cccn3c3cccnc32)C1 (centres undefined),18%,-9%,-3%
C#CCNC(=O)C1=C[C@H](c2cn(C(C)=O)c3ccccc23)[C@@H](CCCO)[C@H](OCC)O1,-21%,0%,-9%
Cc1cccc(C(=O)NNC(=O)c2ccc(NC(=O)C(C)(C)C)cc2)c1,-2%,-8%,2%
COCCN1C[C@@H](CO)O[C@@H](n2cnc3c(NC4CCCC4)ncnc32)C1,-8%,.,-4%
CC(NC(=O)c1cccnc1)c1nnc2n1CCN(Cc1ccc(F)cc1F)CC2 (centres undefined),-18%,.,24%[9.04 µM]
